# Mcl1-Bid inh – disrupts binding of human Mcl-1 to Bid peptide; actives 0.97% (n = 220,000); TR-FRET Mcl-1/Bid-Dy647 peptide binding, 1536-well; inhibition, % at 21.7 µM; AID 1021;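 active = compounds that cut the binding signal by more than half at the single screening dose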;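 note: His-tagged Mcl-1 with europium anti-His antibody binding Bid BH3 peptide; 0% = Mcl-1 plus peptide wells and 100% = peptide-only wells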
# Target sequence (Q07820 whole entry, looked up): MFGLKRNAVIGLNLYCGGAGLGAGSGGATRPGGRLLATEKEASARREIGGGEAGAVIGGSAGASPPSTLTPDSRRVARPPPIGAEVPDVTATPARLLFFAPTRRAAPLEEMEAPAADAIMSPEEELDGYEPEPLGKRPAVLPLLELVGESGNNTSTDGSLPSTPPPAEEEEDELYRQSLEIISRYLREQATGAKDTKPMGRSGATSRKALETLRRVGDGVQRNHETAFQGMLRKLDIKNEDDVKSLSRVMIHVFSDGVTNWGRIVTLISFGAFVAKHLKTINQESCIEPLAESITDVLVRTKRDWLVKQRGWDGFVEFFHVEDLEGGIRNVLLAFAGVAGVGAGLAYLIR
# RGS7-Gao reg – human RGS7-Galphao interaction regulation; Multiplexed bead flow cytometry, RGS7-Galphao binding; actives lie on both sides; P09471; AID 1439; binding response (% of control), % at 10 µM; actives 0.35% (n = 220,000); in the data active = binding response below about 49% or above about 150%; inconclusive = no clear call, values can overlap the other calls; inactive = in between;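 note: fluorescent Galphao held in activated GDP-AlF4 state binding bead-coupled RGS7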
# RGS4-Gao reg – modulates binding of RGS4 to human Galphao. P09471. Multiplexed bead flow cytometry; actives lie on both sides. binding response (% of control), % at 10 µM. actives 0.33% (n = 220,000); in the data active = binding response below about 49% or above about 150%; inactive = in between;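 note: fluorescent Galphao activated with aluminum fluoride binding bead-coupled RGS4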
# Bim-Mcl-1 – human Bim-Mcl-1 interaction inhibition; inhibition, % at 10 µM; actives 0.1% (n = 190,000); AID 1009; Bead-based flow cytometry, Bim peptide-Mcl-1 binding; Q07820;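 note: 0% = no compound tracer wells and 100% = peptide blocker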
# Bcl-2 Bim block – inhibitors of Bim-Bcl-2 interaction, human | P10415 | Bead-based flow cytometry, Bim peptide-Bcl-2 binding | inhibition, % at 10 µM | actives 0.06% (n = 190,000) | AID 950; in the data active = inhibition above about 40%; inconclusive = no clear call, values can overlap the other calls;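 note: 0% = no compound wells with probe peptide and 100% = reference peptide inhibitor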
# Mcl1-Noxa inh – disrupts binding of human Mcl-1 to Noxa peptide | inhibition, % at 21.7 µM | TR-FRET Mcl-1/Noxa peptide binding, 2 h | Q07820 | actives 1.5% (n = 220,000);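 active = compounds that cut the protein-peptide binding signal by more than 50% relative to plate controls in a single-dose test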;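 note: His-tagged Mcl-1 with rhodamine Noxa BH3 peptide and terbium anti-His antibody; 0% = Mcl-1 plus Noxa peptide wells and 100% = peptide-only wells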
# Bim-Bfl-1 – human Bim-Bfl-1 interaction inhibition. Q16548. Bead-based flow cytometry, Bim-Bfl-1 binding inhibition. inhibition, % at 10 µM. actives 0.12% (n = 190,000);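 note: 0% = wells without compound plus tracer and 100% = blocker peptide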
# Bcl-B Bim block – human Bim-Bcl-B interaction inhibition; inhibition, % at 10 µM; actives 0.073% (n = 190,000); bead-based flow cytometry, Bim peptide-Bcl-B binding; AID 951; Q9HD36;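 note: 0% = tracer peptide without compound and 100% = reference inhibitor peptide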
# Target sequence (Q9HD36 whole entry, looked up): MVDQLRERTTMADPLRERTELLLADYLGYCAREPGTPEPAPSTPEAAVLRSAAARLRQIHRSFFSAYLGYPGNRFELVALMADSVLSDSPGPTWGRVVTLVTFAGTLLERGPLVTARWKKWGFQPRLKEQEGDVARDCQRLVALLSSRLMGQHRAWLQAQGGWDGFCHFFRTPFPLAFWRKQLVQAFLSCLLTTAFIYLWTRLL
# Bim-Bcl-XL – disrupts Bim peptide binding to human Bcl-XL | Q07817 | bead flow cytometry, fluorescence | inhibition, % at 10 µM | actives 0.04% (n = 190,000) | AID 1007
# Target sequence (Q07817 whole entry, looked up): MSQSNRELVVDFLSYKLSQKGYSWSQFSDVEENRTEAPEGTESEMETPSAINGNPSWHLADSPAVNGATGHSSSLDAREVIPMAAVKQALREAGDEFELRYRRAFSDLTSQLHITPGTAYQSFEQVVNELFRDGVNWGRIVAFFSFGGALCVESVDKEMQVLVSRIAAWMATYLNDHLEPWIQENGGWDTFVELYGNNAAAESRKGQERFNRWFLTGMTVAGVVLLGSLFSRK
# RGS8-Gao – modulates binding of RGS8 to human Galphao | actives 0.34% (n = 220,000) | P09471 | multiplexed bead flow cytometry; actives lie on both sides | AID 1423 | response (percent of control binding), % at 10 µM; in the data active = response below about 60% or above about 140%; inactive = in between;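 note: Galphao activated as the GDP aluminium fluoride complex binding bead-coupled RGS8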
# Bcl-W Bim block – inhibitors of Bim-Bcl-W interaction, human; Q92843; bead-based flow cytometry, Bim peptide-Bcl-W binding; inhibition, % at 10 µM; actives 0.02% (n = 190,000); AID 952;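 note: 0% = bound tracer without compound and 100% = peptide blocker; higher means less fluorescent Bim peptide bound to Bcl-W beads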
# Target sequence (Q92843 whole entry, looked up): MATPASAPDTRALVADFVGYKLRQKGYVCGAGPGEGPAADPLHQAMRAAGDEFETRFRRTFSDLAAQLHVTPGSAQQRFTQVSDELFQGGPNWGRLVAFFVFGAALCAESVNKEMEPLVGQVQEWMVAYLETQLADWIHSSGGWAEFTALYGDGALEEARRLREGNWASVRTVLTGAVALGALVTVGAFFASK
# * marks the source's active call; other numbers are inactive results; ? = inconclusive; · = no result given. Cut-off read from the data, not from the text of the source, unless noted: active = inhibition above about 40%.
# The first two compounds (preview)
# Every second line gives: Mcl1-Bid inh	RGS7-Gao reg	RGS4-Gao reg	Bim-Mcl-1	Bcl-2 Bim block	Mcl1-Noxa inh	Bim-Bfl-1	Bcl-B Bim block	Bim-Bcl-XL	RGS8-Gao	Bcl-W Bim block
- O=C(NCC1CCCO1)C1c2ccccc2C(=O)N1C1CCCCCC1 (configuration not stated)
  -11	98	101	0	-5	24	-10	-6	-6	100	-1
- O=c1[nH]c2ccsc2c(=O)n1-c1ccc(F)cc1
  -14	99	102	-1	-9	4	-12	-8	-3	102	1

# The listing, from the first entry:
# Every second line gives: Mcl1-Bid inh	RGS7-Gao reg	RGS4-Gao reg	Bim-Mcl-1	Bcl-2 Bim block	Mcl1-Noxa inh	Bim-Bfl-1	Bcl-B Bim block	Bim-Bcl-XL	RGS8-Gao	Bcl-W Bim block
- O=C(NCC1CCCO1)C1c2ccccc2C(=O)N1C1CCCCCC1 (configuration not stated)
  -11	98	101	0	-5	24	-10	-6	-6	100	-1
- O=c1[nH]c2ccsc2c(=O)n1-c1ccc(F)cc1
  -14	99	102	-1	-9	4	-12	-8	-3	102	1
- O=CN1CCN(C(=O)c2ccc([N+](=O)[O-])cc2)CC1
  7	104	105	-5	-5	-2	-1	-11	-5	106	-7
- O=S(=O)(c1ccccc1F)N(Cc1ccco1)Cc1nnc(-c2ccccc2Br)o1
  6	99	102	-2	-4	10	-10	-4	-7	101	-4
- CCn1c(C)nc2cc(S(N)(=O)=O)ccc21
  -33	103	105	-1	-2	11	-9	-8	-2	106	0
- COCCCN=Cc1c(C)[nH]n(-c2ccc(Br)c(C)c2)c1=O
  -2	98	100	1	0	14	-3	1	0	104	0
- Cc1ccc(-n2nnnc2Sc2nc([N+](=O)[O-])nn2C)cc1C
  -5	101	104	0	-3	17	-1	-3	0	101	-2
- Cc1ccc(C)c(S(=O)(=O)NCc2cccnc2)c1
  3	98	97	-2	-8	-4	-14	-9	-7	100	0
- CC(=O)Nc1ccc(S(=O)(=O)N2CCN(CC(=O)N3CCOCC3)CC2)cc1
  -4	?	98	·	·	14	·	·	·	98	·
- CC(C)C[C@@H]1NC(=O)[C@H](C(C)C)NC(=O)c2cc([N+](=O)[O-])cc(I)c2OCC[C@@H](C(N)=O)NC1=O
  -2	99	101	0	-1	12	0	-1	-6	101	0
- O=C(Nc1cccnc1)c1cc2cc(Br)ccc2oc1=O
  60*	?	97	18	20	37	15	18	15	99	19
- O=C(NCCCN1CCN(c2ccccc2F)CC1)C1CCC(=O)N1C1CCCC1 (configuration not stated)
  -11	101	102	-4	-4	8	-3	-6	-5	107	-4
- COc1cc(/C=C/c2ccc3c(Br)cc(Br)c(O)c3n2)ccc1O
  -55	?	104	·	·	-38	·	·	·	100	·
- COC(=O)N1N=C(c2ccc(Br)cc2)CC1(O)C(F)(F)F (configuration not stated)
  -3	104	103	-2	1	9	0	-2	0	103	-1
- c1ccc(-n2nnnc2-c2cccnc2)cc1
  -12	99	103	0	0	4	-3	-3	0	102	0

# Single records, as listed above. Order of screens: Mcl1-Bid inh, RGS7-Gao reg, RGS4-Gao reg, Bim-Mcl-1, Bcl-2 Bim block, Mcl1-Noxa inh, Bim-Bfl-1, Bcl-B Bim block, Bim-Bcl-XL, RGS8-Gao, Bcl-W Bim block
# c1ccc(-n2nnnc2-c2cccnc2)cc1 reads -12, 99, 103, 0, 0, 4, -3, -3, 0, 102, 0
# COC(=O)N1N=C(c2ccc(Br)cc2)CC1(O)C(F)(F)F (configuration not stated) reads -3, 104, 103, -2, 1, 9, 0, -2, 0, 103, -1

# Next results
# Every second line gives: Mcl1-Bid inh	RGS7-Gao reg	RGS4-Gao reg	Bim-Mcl-1	Bcl-2 Bim block	Mcl1-Noxa inh	Bim-Bfl-1	Bcl-B Bim block	Bim-Bcl-XL	RGS8-Gao	Bcl-W Bim block
- O=C(O)Cc1ccc(NC(=O)c2ccc(NC(=O)c3ccco3)cc2)cc1
  -33	100	101	-4	-9	-11	-19	-8	-6	101	-2
- CC(C)CSc1nc2ccccc2n1CC(N)=O
  -15	100	99	-1	-4	-5	-6	-2	-5	102	1
- CCN(CC)C(=O)CSc1ccc(C(F)(F)F)cc1[N+](=O)[O-]
  5	106	109	-1	-1	-4	0	-5	-4	105	-4
- CCCC(=O)Nc1nnc(SCC(=O)Nc2ccc3c(c2)OCCO3)s1
  -18	95	102	1	-2	20	-2	-1	-1	100	-1
- COc1ccc(OC)c(-n2c(SCC(=O)NCc3ccco3)nnc2-c2c[nH]c3ccccc23)c1
  -29	102	97	-4	0	-9	0	-4	-2	92	-4
- CCOc1ccccc1C1CC(=O)NC2=C1C(=O)CCC2 (configuration not stated)
  -29	101	103	-3	-10	6	-12	-8	-5	103	-1
- CCOC(=O)c1cc(-c2ccc(F)cc2)n(CC(=O)NCc2ccccn2)c1C
  -15	102	103	2	1	-6	-2	-1	-2	102	0
- COc1ccc(C2CC(c3ccccc3OC(C)=O)=NN2C(=O)/C=C/c2ccccc2)cc1 (configuration not stated)
  -9	101	97	-2	0	2	1	-3	-3	102	-2
- O=C(NCc1ccco1)c1csc2c1CCCCC2
  -16	97	98	-1	1	9	-2	-1	1	99	-1
- O=C1NCCN1CCNS(=O)(=O)c1ccc(F)cc1
  10	100	99	0	1	14	0	-2	-2	102	-1
- CCc1ccc(O)c(N=Cc2cccc(C)c2O)c1
  -37	101	100	-4	-3	19	0	-7	0	101	-3
- O=C(Cc1cccs1)Nc1ccc(-c2nnn(CC(=O)N3CCOCC3)n2)cc1
  -36	96	99	-2	-2	56*	0	-2	0	98	0
- COc1ccc(N2CCN(c3ccc(N)cc3C#N)CC2)cc1
  -32	94	101	0	-8	·	-10	-9	-5	102	1
- COc1ccc(C2=CC(c3ccc(C)cc3)n3nnnc3N2)cc1 (configuration not stated)
  -45	106	105	-2	-6	2	-10	-9	-3	103	5
- CC(=O)c1cc(-c2ccccc2)n(CC(=O)Nc2cccc(C)c2)c1C
  -29	85	85	0	4	-12	3	-1	-4	78	-2

# A different layout for part of the listing above:
> COc1ccc(C2=CC(c3ccc(C)cc3)n3nnnc3N2)cc1 (configuration not stated)
  Mcl1-Bid inh: -45
  RGS7-Gao reg: 106
  RGS4-Gao reg: 105
  Bim-Mcl-1: -2
  Bcl-2 Bim block: -6
  Mcl1-Noxa inh: 2
  Bim-Bfl-1: -10
  Bcl-B Bim block: -9
  Bim-Bcl-XL: -3
  RGS8-Gao: 103
  Bcl-W Bim block: 5

> CC(=O)c1cc(-c2ccccc2)n(CC(=O)Nc2cccc(C)c2)c1C
  Mcl1-Bid inh: -29
  RGS7-Gao reg: 85
  RGS4-Gao reg: 85
  Bim-Mcl-1: 0
  Bcl-2 Bim block: 4
  Mcl1-Noxa inh: -12
  Bim-Bfl-1: 3
  Bcl-B Bim block: -1
  Bim-Bcl-XL: -4
  RGS8-Gao: 78
  Bcl-W Bim block: -2

# Following part
# Every second line gives: Mcl1-Bid inh	RGS7-Gao reg	RGS4-Gao reg	Bim-Mcl-1	Bcl-2 Bim block	Mcl1-Noxa inh	Bim-Bfl-1	Bcl-B Bim block	Bim-Bcl-XL	RGS8-Gao	Bcl-W Bim block
- O=C(CSc1n[nH]c(=O)[nH]c1=O)Nc1ccc2c(c1)C(=O)c1ccccc1C2=O
  61*	?	97	·	·	101*	·	·	·	99	·
- Cc1nn(Cc2noc(C(=O)NCc3ccc(F)cc3)n2)c(C)c1Br
  -23	96	102	10	1	3	1	0	-2	100	-4
- COC(=O)C1=C(C)NC2=C(C(=O)CCC2)C1c1cccc(C)n1 (configuration not stated)
  -26	91	93	-6	-12	7	-19	-13	-5	97	-2
- O=C(/C=C/c1cccs1)NC1CC1
  -8	110	104	0	-3	11	-5	-5	-3	103	0
- O=c1c2c3c(sc2n(CCN2CCOCC2)c(=O)n1Cc1ccco1)CCCCC3
  -36	99	100	-5	-11	-20	-18	-9	-7	100	-3
- Cc1ccc(Oc2ncc(CN3CC(C)OC(C)C3)s2)cc1 (configuration not stated)
  -10	100	102	0	0	-3	-5	-7	0	100	3
- Nc1[nH]ncc1-c1ccc(F)cc1
  -21	98	102	0	0	5	-4	-2	0	105	1
- O=C1NC2(CCCCC2)N=C1c1ccc(F)cc1
  9	103	100	-1	-7	3	-12	-3	-5	100	1
- Cn1c(C(=O)N2CCC(C(=O)N3CCN(Cc4ccc5c(c4)OCO5)CC3)CC2)cc2sccc21
  -8	100	103	1	-2	17	-1	-1	2	101	-2
- COc1cc2[nH]c(=O)n(C3CCCCC3)c(=O)c2cc1OC
  13	99	87	0	-2	4	-8	-8	0	97	0
- CCc1nc2c(nnn2Cc2ccc(F)cc2)c(=O)[nH]1
  -25	102	103	-2	-9	-16	-16	-8	-6	104	-2
- Cc1oc(C(=O)O)cc1CSc1nnc(-c2ccccc2)n1C
  17	107	105	-2	-1	37	-2	0	0	128	-3
- O=C(O)c1ccc(-c2nc(-c3ccc(Cl)cc3Cl)cs2)cc1
  -6	100	99	-1	-2	19	-5	-3	-3	102	0
- CCn1c(NC(=O)c2ccco2)c(-c2ccccc2Cl)c(=O)c2ccccc21
  -6	101	99	-3	-1	-3	0	-2	-5	102	-4
- Cc1ccccc1NC(=O)NCCCN1CCCC1
  -46	101	105	0	2	-4	0	2	0	100	2
- COCCNC(=S)N1CCN(c2ccc(Cl)cc2)CC1
  33	103	102	0	-1	34	-4	-9	-1	101	-1
- CN(C)CCNc1oc(COc2cccc(Cl)c2)nc1C#N
  -9	103	102	-1	1	-2	0	3	0	102	1
- O=C(CN1C(=O)C2C3C=CC(C3)C2C1=O)NCC1COc2ccccc2O1 (configuration not stated)
  -25	101	98	-5	-10	8	-19	-12	-8	101	-2
- CC1(C)CC(=O)c2c(oc3ccc(NS(=O)(=O)c4cccc5cccnc45)cc23)C1
  -32	96	96	0	0	-12	-4	-3	0	100	1
- O=C(NCCC1=CCCCC1)C1CCCN(S(=O)(=O)c2ccccc2)C1 (configuration not stated)
  -6	97	99	-1	-9	13	-16	-5	-3	102	-2
- COc1cc(/C=N/NC(=O)C(N)=O)cc(OC)c1O
  -55	?	96	0	-2	24	0	-4	-2	100	-3
- CCOc1ccc(N=C(C)C2=C(O)c3ccccc3C2=O)cc1
  -11	?	102	·	·	-8	·	·	·	102	·
- CCn1c(-c2ccoc2C)n[nH]c1=S
  -25	102	97	-5	-4	12	-2	-24	-11	99	-8
- CCOC(=O)c1c(N2C(=O)Nc3ccccc3N2O)n[nH]c1-c1cccc(OC)c1
  9	104	105	1	1	3	0	1	-1	102	1
- Cc1ccc(NC(=S)N(Cc2ccccc2)C(C)C)cc1
  -9	?	27*	·	·	-12	·	·	·	67	·
- Cn1c2ccccc2c2c(C(=O)N3CCN(c4ccc(F)cc4)CC3)cn(C3CCCC3)c(=O)c21
  -8	94	93	0	1	6	0	-1	0	94	1
- Fc1cc(Br)ccc1NC(=S)Nc1ccccc1
  -38	101	101	-6	-4	13	-5	-6	-5	94	-7
- O=C(O)CCCN1C(=O)C(=O)/C(=C(/O)c2ccc(Cl)cc2)C1c1ccccc1 (configuration not stated)
  1	?	100	·	·	40	·	·	·	102	·

# An excerpt from above, limited to RGS4-Gao reg and Bcl-2 Bim block:
SMILES,RGS4-Gao reg,Bcl-2 Bim block
CCOc1ccccc1C1CC(=O)NC2=C1C(=O)CCC2 (configuration not stated),103,-10
CCOC(=O)c1cc(-c2ccc(F)cc2)n(CC(=O)NCc2ccccn2)c1C,103,1
